Screens as filed in PubChem BioAssay.
FEN1 inhibitor: blocks human flap endonuclease 1; P39748; Recombinant FEN1 flap cleavage, fluorescence, 15 min; Potency, µM (titrated, usually from 114 µM), without a hit: at the top dose activity change, negative = inhibition, actives largely listed as inhibitors; 390,000 tested, 0.35% active; note: nearly all actives have a fitted effect of over 65% in size
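FEN1 at 10 nM preincubated with compounds 15 min at room temperature, then flap DNA substrate added at 50 nM final. Signal read at 0 and 15 min; concentration-response fitted with four-parameter Hill equation.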
KAT2A inh: inhibitors of human GCN5L2 histone acetyltransferase. Q92830. GCN5L2 HAT assay, ThioGlo1 CoA-SH fluorescence. Potency, µM (series often up to 58.9 µM), inactives show at the highest dose activity change, negative = inhibition, actives largely listed as inhibitors. 390,000 tested, 0.21% active
Target sequence (Q92830 whole entry, looked up): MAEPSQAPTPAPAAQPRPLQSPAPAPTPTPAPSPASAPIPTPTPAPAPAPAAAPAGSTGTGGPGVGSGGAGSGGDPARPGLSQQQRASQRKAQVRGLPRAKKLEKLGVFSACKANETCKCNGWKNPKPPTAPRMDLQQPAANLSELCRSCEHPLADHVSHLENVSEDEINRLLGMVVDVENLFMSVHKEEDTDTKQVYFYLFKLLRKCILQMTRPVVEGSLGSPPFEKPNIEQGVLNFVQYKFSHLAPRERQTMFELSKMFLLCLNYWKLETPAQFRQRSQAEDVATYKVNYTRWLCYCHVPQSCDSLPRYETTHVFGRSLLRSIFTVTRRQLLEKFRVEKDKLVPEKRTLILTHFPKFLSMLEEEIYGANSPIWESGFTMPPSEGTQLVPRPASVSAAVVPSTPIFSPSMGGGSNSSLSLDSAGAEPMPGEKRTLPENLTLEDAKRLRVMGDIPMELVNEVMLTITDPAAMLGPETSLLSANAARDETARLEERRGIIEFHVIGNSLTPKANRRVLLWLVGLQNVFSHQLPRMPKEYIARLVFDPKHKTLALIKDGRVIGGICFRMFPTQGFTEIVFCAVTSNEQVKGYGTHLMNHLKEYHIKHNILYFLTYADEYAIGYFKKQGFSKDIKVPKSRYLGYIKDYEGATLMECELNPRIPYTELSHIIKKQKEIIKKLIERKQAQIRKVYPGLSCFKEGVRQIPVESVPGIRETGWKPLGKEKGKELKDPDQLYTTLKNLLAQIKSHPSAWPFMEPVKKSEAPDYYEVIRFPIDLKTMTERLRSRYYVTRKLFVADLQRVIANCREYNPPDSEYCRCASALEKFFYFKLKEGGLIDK
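Enzyme at 20nM final was mixed with library compounds for 15 min at room temperature. Peptide H3(1-25) at 75uM, acetyl-CoA at 70uM and ThioGlo1 at 50uM were then added. Plates were read immediately and after 20 min (Ex340nm/Em540nm).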
N370S GC mod: N370S glucocerebrosidase modulation, Gaucher chaperone candidate | P04062 | N370S GC spleen homogenate, 4MU-glucoside fluorescence | Potency, µM (highest dose often 59.4 µM), without a hit: at the top dose activity change, negative = inhibition, usual class: inhibitors | 330,000 tested, 0.092% active;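 note: 0% = full enzyme activity and -100% = no enzyme basal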
* = called active by the depositor; ? = inconclusive; nt = not tested or not shown; & = joins results of further samples; [ ] = remark or other dose. Calls come from the whole dose curve; as a rule, active = well fitted curve in the direction sought with a large enough effect; inconclusive = small, poorly fitted or top-dose-only effect, or another doubt; inactive = no such curve, though single readings can be large; an effect the other way counts as inactive or inconclusive. Unless noted, % is set by controls: 0 for no effect and ±100 for the full control effect; potency is the fitted concentration of half-maximal effect.

SMILES	FEN1 inhibitor	KAT2A inh	N370S GC mod
COc1ccc(S(=O)(=O)N2CCCC2)cc1Br	7%	-7%	0%
COC(=O)c1sc(NC(=S)NC(=O)c2ccccc2F)nc1C	12%	-7%	-10%
CCC(=O)Nc1c2c(nn1-c1ccc(C)cc1C)CSC2	-4%	1%	-6%
CCOc1ccccc1NC(=O)CN(Cc1ccccc1)S(C)(=O)=O	1%	-10%	4%
Cc1ccc(NC(=O)C2CCCN(c3ncccn3)C2)c(C)c1 (stereo not drawn)	7%	2%	-6%
N#CC1=C(N)SC(N)=C(C#N)C1c1ccc([N+](=O)[O-])cc1	2%	-6%	-8%
Cc1cccc(Nc2ccccc2C(=O)OCC(=O)N2CCOCC2)c1C	?	?	-6%
Cn1nc(-c2ccccc2F)c2cc(C(=O)NCc3ccccc3Cl)sc21	0%	-1%	nt
COc1ccc(/C=C/C(=O)OCc2nc3ccccc3c(=O)[nH]2)c(OC)c1	-1%	?	2%
Cc1ccc(C(=O)Nc2nc(C)c(C(=O)Nc3ccc4c(c3)CCC4)s2)cc1	3%	-14%	-17%
O=C1COc2ccc(C(=O)COC(=O)CNS(=O)(=O)c3cccc(F)c3)cc2N1	-12%	-3%	nt
CCc1cc2c(=O)c(-n3cnc4ccccc43)coc2cc1O	3%	-8%	-2%
CCN(CC)C(=O)CSc1nc(O)c(Cc2ccc(OC)cc2)c(=O)[nH]1	18%	-21%	-4%
c1ccc(OCc2nnc3n2N=C(c2ccccc2)CS3)cc1	-2%	?	7%
O=C(COc1ccc2ccc(=O)oc2c1)Nc1cc([N+](=O)[O-])ccc1F	-4%	-4%	-8%
O=C(COc1ccc(Br)cc1)NC1CC1	-13%	1%	2%
c1ccc(SCc2cn3cccnc3n2)nc1	-1%	-3%	0%
CCCc1ncc(CN2CCC(C(=O)Nc3cccc(-c4cscn4)c3)CC2)cn1	-10%	-1%	-11%
CCCn1c(=O)c2sccc2n2c(CCCC(=O)Nc3ccc(C)c(F)c3)nnc12	4%	-10%	nt
CN(CC(=O)NC1CCCC1)S(=O)(=O)c1cnc[nH]1	-1%	4%	-19%
COC(=O)c1ccc(-n2nnnc2SCC(=O)Nc2cc(OC)ccc2OC)cc1	-9%	-4%	-9%
O=C(c1ccc(Cl)c(S(=O)(=O)N2CCCCCC2)c1)N1CCCC1	-2%	-4%	8%
Cc1cc(/C=N/NC(=O)c2ccc(O)cc2)c(C)n1C1CC1	-5%	-3%	1%
Cc1cc(NC(=O)CSc2nnc(C)c(=O)[nH]2)no1	-12%	-2%	-2%
COc1ccc(-c2nnn(CC(=O)N(CC(=O)NC3CCCC3)c3ccccc3F)n2)cc1OC	6%	-6%	0%
OC(CN1CCN(Cc2ccccc2)CC1)c1ccc(F)cc1 (stereo not drawn)	-2%	-3%	-12%
COC(=O)c1nc(NNC(=O)c2ccccc2)sc1-c1ccccc1	-4%	-1%	-27%
O=C(NCCNc1ccc2ccccc2c1)c1cccn2c(=O)c3sccc3nc12	nt	-11%	5%
Cc1c(NC(=O)CSc2nc3ccccc3s2)c(=O)n(-c2ccccc2)n1C	0%	-5%	8%
OC(C#CCN1CCCCC1)(c1ccccc1)c1ccccc1	5%	4%	2%
CC(=O)OCC1=C(C(=O)O)N2C(=O)C(NC(=O)CC(C)c3ccccc3)C2SC1 (stereo not drawn)	-9%	-8%	nt
COC(=O)c1cccc(C(=O)Nc2ccc(C)cc2Br)n1	-1%	-6%	12%
CCn1c(=N)c(C(=O)NCc2cccnc2)cc2c(=O)n3cccc(C)c3nc21	nt	-7%	1%
CCOC(=O)C1CCN(C(c2ccc(OC)c(OC)c2)c2sc3nc(C)nn3c2O)CC1 (stereo not drawn)	25%	1%	-4%
Cc1ccccc1CN1CCN(C(=O)CC(C)C)CC1	21%	?	1%
CCOc1ccc(Nc2c(S(=O)(=O)c3ccc(Cl)cc3)cnc3ccc(OC)cc23)cc1	-18%	-8%	nt
CN1CCN(CCCNC(=O)c2ccc(/C=C3\Sc4ccccc4N(Cc4ccc(F)cc4)C3=O)cc2)CC1	?	-11%	-17%
C[C@@H](C(=O)OCC(=O)NCCc1ccc(S(N)(=O)=O)cc1)N1C(=O)C2CCCCC2C1=O (stereo partly drawn)	6%	-4%	-6%
CC1CCCCC12NC(=O)N(CC(=O)Nc1ccc(Cl)c(S(=O)(=O)N3CCOCC3)c1)C2=O (stereo not drawn)	0%	-2%	-4%
Brc1ccc(C2=NC(Cc3ccccc3)CO2)cc1 (stereo not drawn)	-10%	-3%	17%
O=C(O)CCc1ccccc1OC(=O)c1ccccc1	5%	-7%	4%
CCOC(=O)c1cccc(NC(=O)N[C@@H](C)C(=O)OC)c1	1%	-3%	5%
CCN(CC)CCNC(=O)c1ccc(NC(=O)c2cccc(-n3cnnn3)c2)cc1	-7%	-4%	-8%
COC(=O)c1ccc(C2c3c(oc4ccc(F)cc4c3=O)C(=O)N2CCO)cc1 (stereo not drawn)	-1%	-7%	8%
O=C(c1ccc2nccnc2c1)N1CCN(c2ccccc2)CC1	17%	-4%	-22%
Cc1nn(C(C)C(=O)N2CCOCC2)c(C)c1[N+](=O)[O-] (stereo not drawn)	-1%	16%	3%
CCOC(=O)c1ccc(N(CC(=O)NCC2CCCO2)C(=O)CCC(=O)Nc2cc(C)on2)cc1 (stereo not drawn)	-7%	-1%	2%
CCOC(CNC(=O)CN1C(=O)COc2ccc(S(=O)(=O)N3CCOCC3)cc21)OCC	0%	2%	1%
C[C@@H]([C@H](O)c1ccc(O)cc1)N1CCC(Cc2ccccc2)CC1	nt	?	-21%
Cc1ccc(-n2ncc3c2ncn2c(C)nnc32)cc1C	5%	-1%	-6%
CCOC(=O)[C@@H]1[C@H]2COc3cc(OC)ccc3[C@@H]2N2C(=O)N(c3ccc(Cl)cc3)C(=O)[C@@]12C	-16%	-3%	-10%
CCc1n(CC(O)COC2CCCCC2)c2ccccc2[n+]1C (stereo not drawn)	-10%	5%	-15%
CC(Sc1nnc(-c2ccco2)n1C)C(=O)N(C)C1CCCCC1 (stereo not drawn)	-7%	0%	-17%
CCOc1ccc2c(c1)cc(CN(C(=O)CC)C1CCCCC1)c1nnnn12	-3%	-8%	-1%
CC(=O)N1CCc2c(sc3c2c(=O)n(CCc2ccccc2)c(=O)n3Cc2cccc(C)c2)C1	1%	-9%	nt
COc1ccc(-c2cnnc(N/N=C/c3ccc(O)c(OC)c3)n2)cc1	-6%	-4%	-13%
NC(=O)C1CCN(C(=O)c2cc(Cl)c3c(c2)OCCO3)CC1	-4%	-11%	nt
COc1ccc(N2CCN(C(=O)c3cccc(NC(=O)c4ccco4)c3)CC2)cc1	6%	4%	0%
CCCC[n+]1ccn(C2=C([O-])c3ccccc3C(=O)/C2=N\S(=O)(=O)c2ccccc2)c1	-14%	-8%	6%
O=C(CNC(=O)c1cccs1)Nc1cccc(S(=O)(=O)N2CCOCC2)c1	-5%	-1%	1%
Continuation.
SMILES	FEN1 inhibitor	KAT2A inh	N370S GC mod
O=C(c1ccco1)N(Cc1cccnc1)c1nc2c(F)cccc2s1	-14%	-8%	nt
O=C(O)/C=C/c1ccc(S(=O)(=O)Nc2ccc(OCc3ccccc3)cc2)cc1	7%	-1%	3%
CCOC(=O)C1=C(N2CCCCC2)c2cc3c(n2C1=O)CCCC3	-17%	-4%	?
CCN1CCN(CC(O)COc2ccc(C)c(C)c2)CC1 (stereo not drawn)	13%&6%	-2%	4%
CCC(CC(C)(C)O)C(=O)NNC(=S)Nc1ccccc1 (stereo not drawn)	2%	5%	6%
CC1(C)C([N+](=O)[O-])C(c2ccccc2O)NC(c2ccccc2O)C1[N+](=O)[O-] (stereo not drawn)	-10%	-8%	-7%
COc1ccc(NC(=O)C2CCN(S(=O)(=O)c3ccc4[nH]c(=O)ccc4c3)CC2)c(OC)c1	-3%	3%	nt
CCC(C(=O)Nc1cccc(C(=O)O)c1C)c1ccccc1 (stereo not drawn)	0%	-8%	-2%
CNCCCOc1ccc(C)cc1Br	6%	-12%	nt
Cc1ccc(C(=O)N/C(=C/c2cccc([N+](=O)[O-])c2)C(=O)NCC2CCCO2)cc1 (stereo not drawn)	1%	-5%	-11%
CCN(CC)CCNC(=O)c1ccc(NC(=O)C2CC(=O)N(CCc3ccc(OC)c(OC)c3)C2)cc1 (stereo not drawn)	0%	-9%	nt
Cc1ccccc1NC(=O)Nc1nnc(Cc2ccc([N+](=O)[O-])cc2)s1	-5%	-2%	-1%
Cc1ccc(C(=O)CCC(=O)OCC(=O)NNC(=O)c2ccccc2Cl)cc1	-3%	-7%	nt
CCCn1c(N)c(N(CCOC)C(=O)c2ccc(Cl)c([N+](=O)[O-])c2)c(=O)[nH]c1=O	35%[activator]	-2%	-8%
CCC(C)(C)NC(=O)C(c1ccc(C)cc1)N(CC1CCCO1)C(=O)c1csnn1 (stereo not drawn)	-14%	-1%	-7%
O=C(Nc1ccc(S(=O)(=O)NCC2CCCO2)cc1)c1cnccn1 (stereo not drawn)	3%	0%	-9%
Cc1ccccc1C(=O)Nc1ccccc1NC(=O)c1ccccc1Br	-1%	1%	-4%
COc1ccc(NC(=O)C(C)Sc2ccccc2)cc1 (stereo not drawn)	-4%	-7%[0.501 µM]	-1%
Cc1nc(C)c(Oc2cccc(C(F)(F)F)c2)c(=O)[nH]1	1%	3%	-4%

Of the compounds above, these have an aryl methoxy group.
SMILES	FEN1 inhibitor	KAT2A inh	N370S GC mod
COc1ccc(S(=O)(=O)N2CCCC2)cc1Br	7%	-7%	0%
COc1ccc(/C=C/C(=O)OCc2nc3ccccc3c(=O)[nH]2)c(OC)c1	-1%	?	2%
CCN(CC)C(=O)CSc1nc(O)c(Cc2ccc(OC)cc2)c(=O)[nH]1	18%	-21%	-4%
COC(=O)c1ccc(-n2nnnc2SCC(=O)Nc2cc(OC)ccc2OC)cc1	-9%	-4%	-9%
COc1ccc(-c2nnn(CC(=O)N(CC(=O)NC3CCCC3)c3ccccc3F)n2)cc1OC	6%	-6%	0%
CCOC(=O)C1CCN(C(c2ccc(OC)c(OC)c2)c2sc3nc(C)nn3c2O)CC1 (stereo not drawn)	25%	1%	-4%
CCOc1ccc(Nc2c(S(=O)(=O)c3ccc(Cl)cc3)cnc3ccc(OC)cc23)cc1	-18%	-8%	nt
CCOC(=O)[C@@H]1[C@H]2COc3cc(OC)ccc3[C@@H]2N2C(=O)N(c3ccc(Cl)cc3)C(=O)[C@@]12C	-16%	-3%	-10%
COc1ccc(-c2cnnc(N/N=C/c3ccc(O)c(OC)c3)n2)cc1	-6%	-4%	-13%
COc1ccc(N2CCN(C(=O)c3cccc(NC(=O)c4ccco4)c3)CC2)cc1	6%	4%	0%
COc1ccc(NC(=O)C2CCN(S(=O)(=O)c3ccc4[nH]c(=O)ccc4c3)CC2)c(OC)c1	-3%	3%	nt
CCN(CC)CCNC(=O)c1ccc(NC(=O)C2CC(=O)N(CCc3ccc(OC)c(OC)c3)C2)cc1 (stereo not drawn)	0%	-9%	nt
COc1ccc(NC(=O)C(C)Sc2ccccc2)cc1 (stereo not drawn)	-4%	-7%[0.501 µM]	-1%
